Source: PubChem BioAssay (several laboratories)
CF NFkB block: inhibitors of cystic fibrosis induced NF-kB. KKLEB NF-kB-GFP reporter, PAF-induced, GFP fluorescence overnight. inhibition, % at 5 µM. hit rate 0.86% among 360,000;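 active = at least 50% inhibition at 5 µM, scaled per plate between neutral and stimulator controls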;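 note: PAF is a Pseudomonas aeruginosa culture filtrate used as stimulus; plate controls were PAF-stimulated DMSO wells for no effect and unstimulated DMSO wells for full effect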
Peg3 prom inh: inhibitors of Peg3 promoter; HeLa PEG-Prom luciferase reporter, luminescence, overnight; inhibition, % at 20 µM; hit rate 1.7% among 360,000;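 active = inhibition of at least 50% at 20 µM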
hiPSC survival: enhancers of human iPSC single-cell survival; hiPSC single-cell survival, ATPlite luminescence; 100% = ROCK inhibitor wells, 0% = DMSO; survival enhancement, % at 20 µM; hit rate 0.044% among 360,000; AID 602274; in the data active = survival enhancement above about 18%;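 note: cells exposed to compounds for 16 hours before the ATP read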
TRPM1 prom inh: reduces MITF-dependent TRPM1 promoter luciferase signal; SK-MEL-5 TRPM1 promoter luciferase, 24 h; inhibition, % at 12.5 µM; hit rate 0.83% among 330,000; AID 488899;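 active = mean inhibition across replicates of 60% or more, whatever share of single replicates reaches that level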; note: values of inactives mirror those of a sister screen read the other way
KKLEB cytotox: reduces viability of KKLEB cystic fibrosis airway cells | KKLEB CF airway cells viability, ATPlite luminescence, overnight; stronger effect = lower value; cells stimulated with P. aeruginosa culture filtrate | activity change (cytotoxicity), % at 5 µM | hit rate 0.36% among 360,000 | AID 602141;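 active = corrected activity change at or below -50% at 5 µM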
HIF-2a inh: inhibitors of HIF-2a; hit rate 0.72% among 360,000; inhibition, % at 18.8 µM; 786-0 RCC cells HIF-2a reporter, luciferase luminescence, overnight;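 active = inhibition of the luminescence signal of 40% or more relative to plate controls, in a single-dose primary screen at 18.75 µM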
NR2E3 ag-1: agonists of human nuclear receptor NR2E3; Q9Y5X4; GST-NR2E3/biotin-RetCOR TR-FRET, 1536-well; inhibition of corepressor binding, % at 4.78 µM; hit rate 0.12% among 320,000; AID 2300;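 active = percent inhibition above the cutoff of mean plus 3 SD of all tested compounds, set per screening campaign, cut at about 20% in these data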;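 note: 0% = DMSO wells and 100% = biotin wells as full block of FRET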
Target sequence (Q9Y5X4 whole entry, looked up): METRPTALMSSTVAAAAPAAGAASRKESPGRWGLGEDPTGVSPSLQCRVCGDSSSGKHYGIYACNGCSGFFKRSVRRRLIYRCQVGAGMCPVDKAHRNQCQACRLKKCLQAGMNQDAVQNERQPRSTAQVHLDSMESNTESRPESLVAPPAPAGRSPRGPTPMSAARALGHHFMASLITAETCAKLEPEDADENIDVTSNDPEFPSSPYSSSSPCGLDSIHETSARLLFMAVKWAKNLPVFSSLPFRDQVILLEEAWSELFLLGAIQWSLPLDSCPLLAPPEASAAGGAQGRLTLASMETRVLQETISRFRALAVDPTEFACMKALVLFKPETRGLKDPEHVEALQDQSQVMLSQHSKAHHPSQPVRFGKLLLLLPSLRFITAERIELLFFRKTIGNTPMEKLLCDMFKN
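Test system: GST-NR2E3 and biotin-RetCOR proteins | Quantity: 1.35 nM GST-tagged NR2E3 final | Medium: Tris pH 7.5 | Also added: 7 nM biotin-RetCOR | Dosing: Compound at 4.8 µM, single dose | Timing: 5 h at 4 °C | Detection: Time-resolved FRET | Read-out basis: Percent inhibition | Benchmarks: Biotin wells as high control, 0.6% DMSO wells as low control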
Shn3 inh set2: reduces Shn3 3'UTR luciferase signal in osteoblasts | Clone20 osteoblast Shn3 3'UTR firefly luciferase, 24 h | inhibition, % at 12.5 µM | hit rate 0.52% among 360,000;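 active = mean inhibition of at least 75% with every replicate also reaching 75%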;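 note: 0% = median of neutral control wells and 100% = pilot-screen positive control compound; some compounds past the cut are filed as inactive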
NR2E3 ag-2: agonists of human NR2E3 nuclear receptor; Q9Y5X4; CHO-S Gal4-NCOR/VP16-NR2E3 two-hybrid, luciferase; inhibition of corepressor binding, % at 3.98 µM; hit rate 0.35% among 360,000; AID 602229;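 active = inhibition above the mean of all tested compounds plus 3 SD, cut at about 70% in these data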;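 note: 0% = DMSO with NR2E3 transfected cells and 100% = cells lacking NR2E3 construct; higher means lower luciferase signal from less NR2E3 corepressor binding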
TWEAK-Fn14 inh: inhibitors of TWEAK-Fn14 interaction signaling; TWEAK-stimulated Fn14 reporter cells, luciferase luminescence, 8 h; inhibition, % at 10 µM; hit rate 2% among 360,000; in the data active = inhibition above about 50%
aDG glyco act: increases alpha dystroglycan glycosylation; Pro5-aDG cells, alpha-DG glycosylation AlphaScreen (IIH6); 0% Pro5, 100% B10-LARGE cell signal; activation, % at 10 µM; hit rate 0.22% among 360,000; AID 624168;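 active = activation of at least 8% versus controls, or a plate z-score of at least 8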;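 note: Pro5 are CHO cells carrying HIG-tagged alpha-DG that lacks glycosylation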
* = called active by the depositor; · = not tested or not shown. Outcome played no part in choosing rows. About 4.4% of those tested had a hit in this group.

SMILES	CF NFkB block	Peg3 prom inh	hiPSC survival	TRPM1 prom inh	KKLEB cytotox	HIF-2a inh	NR2E3 ag-1	Shn3 inh set2	NR2E3 ag-2	TWEAK-Fn14 inh	aDG glyco act
O=C1/C(=C\c2ccc(Cl)c(Cl)c2)CN(C(=O)CCN2CCOCC2)C/C1=C/c1ccc(Cl)c(Cl)c1	90.1*	98.1*	1.6	117.5*	-78.1*	93.8*	·	98.7*	22.4	106.6*	-0.5
Cc1cccc(C(=O)OCC(=O)N2c3ccccc3CC2C)c1C (stereo not drawn)	-8.5	-26.4	-0.2	·	-8.9	-58.5	·	6.8	-17.2	-7.1	0.4
O=C(CN1CCOCC1)NNC(=O)c1ccc(Cl)cc1	10.3	-1.0	4.5	-8.6	-15.9	8.3	·	-0.3	-13.9	7.7	-0.2
N#Cc1cnn2ccn(C3OC(CO)C(O)C3O)c12 (stereo not drawn)	-5.0	8.9	-0.1	5.7	-1.6	11.9	2.6	11.0	-39.7	11.1	0.1
Cc1nn(S(=O)(=O)c2ccc(Cl)cc2)c(C)c1Sc1ccc([N+](=O)[O-])cc1	0.1	23.1	-0.6	5.3	13.8	8.8	-2.9	-10.4	-39.0	-5.5	0.3
CCOc1cc(NC(=S)NC)c(OCC)cc1NC(=O)c1cccs1	4.1	10.6	0.1	-7.1	-10.9	9.8	0.7	-2.6	-1.0	1.4	0.0
CC(C)C(c1nnnn1Cc1ccccc1)N1CCN(Cc2ccc3c(c2)OCO3)CC1 (stereo not drawn)	-5.9	3.5	-2.3	-11.3	4.9	14.9	2.9	24.3	-18.1	-1.6	0.1
C/C(=N/NC(=O)CNC(=O)c1ccco1)c1ccc(Cl)cc1	-1.1	-4.8	-0.7	5.2	-5.9	2.8	0.1	-2.8	-18.0	-2.3	0.0
Cc1nn(-c2ccccc2)c(/N=C/c2ccccc2O)c1-c1ccccc1	9.3	-231.2	-2.2	-51.3	-0.7	-181.4	1.6	-41.3	-90.9	-3.5	-0.1
O=C(c1cc(F)ccc1F)C1CCCN(C(=O)CCN2CCCCO2)C1 (stereo not drawn)	0.7	-16.5	0.1	-6.2	3.1	-24.1	3.4	-11.1	-5.0	-15.1	-0.2
O=C(Nc1ccccc1N1CCCCC1)c1cc(S(=O)(=O)N2CCOCC2)ccc1F	25.0	29.6	1.0	24.9	-9.1	26.1	·	13.7	5.2	6.8	-0.1
COc1ccc(C2=CC(=O)OC3(CCCC3)O2)cc1	-4.2	-7.4	-0.8	7.2	2.1	3.3	0.2	-2.0	1.0	-12.0	-0.2
Cc1ccc(C)c(CN2C(=O)c3ccccc3S(=O)c3ccc(C(=O)NCCCN4CCCC4)cc32)c1 (stereo not drawn)	8.0	28.2	-0.5	17.4	9.0	21.7	0.2	-22.9	-30.6	-6.2	0.4
CCc1ccc(Oc2cc(Cl)nc(N)n2)cc1	2.7	-200.8	-0.4	-48.5	-6.0	-179.5	0.3	-60.5	-69.8	-17.1	0.0
COC(=O)c1sccc1NC(=O)CC1C(=O)NCCN1C(=O)c1ccc(C)c(C)c1 (stereo not drawn)	10.4	7.1	-0.4	6.8	9.5	8.1	3.9	6.1	-8.4	1.1	0.0
C/C(=N/NC(=O)CNC(=O)c1ccccn1)c1ccc([N+](=O)[O-])cc1	-6.7	5.7	-3.2	11.4	3.0	-3.4	-1.2	11.8	-11.9	6.9	-0.1
COc1ccc(-n2nc(C(=O)NCC(=O)NC3CCCCCC3)c3ccccc3c2=O)cc1OC	-8.1	25.5	-0.5	0.2	-8.9	4.3	1.5	3.6	1.2	11.9	-0.2
O=C(Nc1ccc(S(=O)(=O)N2CCOCC2)cc1)c1cc(-c2ccccc2O)n[nH]1	-27.8	46.9	-0.5	-3.7	11.3	16.8	3.3	·	-24.5	2.8	0.0
CSCCC(C(=O)NCc1cccs1)N1C(=O)c2ccccc2C1=O (stereo not drawn)	5.3	-5.5	-0.3	-1.5	5.8	4.6	-4.3	-13.7	18.4	-10.6	0.0
COc1ccc(C2(C(=O)Nc3ccc(S(N)(=O)=O)cc3)CCCC2)cc1	1.7	2.5	-0.2	12.9	5.3	9.6	5.2	23.2	-5.5	1.4	-0.2
COCCCNC(=O)CN1C(=O)COc2ccc(S(=O)(=O)N3CCOCC3)cc21	27.3	-0.9	-0.5	2.9	2.8	4.8	-4.8	-0.3	2.0	-14.0	-0.1
COc1ccc2c(c1)CCC/C2=N\NC(=O)c1ccoc1C	1.0	-75.6	-0.8	-11.7	11.9	-103.1	1.2	-1.5	-133.7	-8.5	-0.2
COc1ccc(/C=C/C2=CC(C)(C)NC(=S)N2)c(OC)c1	10.9	14.4	-3.0	10.5	5.6	5.1	-1.2	-1.5	-13.0	-33.4	0.3
Cc1cc(N2CCCC2=O)cc(C)c1S(=O)(=O)Nc1c(C)nn(C)c1C	-4.4	7.1	0.1	3.6	8.6	21.0	3.2	13.9	-17.9	1.4	0.0
COc1cccc(C(=O)N(C)c2nnc(-c3ccncc3)s2)c1	-4.7	-52.6	-2.1	-7.9	-13.7	-74.2	3.9	-1.9	-3.2	8.4	0.2
Cc1c(NC(=S)NC(=O)CC(C)C)c(=O)n(-c2ccccc2)n1C	4.0	10.4	-1.9	1.4	-17.5	4.9	4.1	2.6	-7.6	17.9	0.1
CCN(CC)CCCNC(=O)c1cc2c(=O)n(C)c3ccccc3c2n1C	-23.0	-4.3	1.1	-7.1	3.0	-8.7	4.7	-9.9	13.8	-12.3	0.2
Cc1ccccc1-n1c(CSC(=N)N)nc2ccccc2c1=O	-10.9	-11.3	13.3	13.0	14.1	-0.5	0.4	-7.0	-25.4	5.2	-0.3
CCOC(=O)N1CCN(C(=O)c2oc3ccc(S(=O)(=O)N4CCCCCC4)cc3c2C)CC1	-2.1	22.3	-2.1	12.1	4.8	20.1	1.9	46.6	-2.9	6.4	0.3
COc1ccccc1N1C(=NC(=O)CCC2CCCC2)SC2CS(=O)(=O)CC21 (stereo not drawn)	-13.0	-4.8	0.8	-0.6	13.6	2.5	3.0	-13.6	12.0	0.2	0.1
O=C(CN1CCCC1)Nc1ccc([N+](=O)[O-])cc1Cl	-3.3	-9.5	-0.2	4.2	2.7	-8.2	-6.8	-13.5	-28.0	2.3	-0.4
CCCCn1c(N)c(N(CCOC)C(=O)c2ccc(N3C(=O)CCC3=O)cc2)c(=O)[nH]c1=O	-22.4	9.6	-0.4	-11.3	2.3	8.2	-0.8	-2.9	-11.9	16.8	-0.1
COC(=O)c1ccccc1NC(=O)N1c2ccccc2CC1C (stereo not drawn)	-17.2	-11.2	2.8	6.4	7.4	-65.3	0.9	-4.0	-16.4	23.7	0.1
Cc1cccc2sc(NC(=O)c3cc(S(=O)(=O)N(C)C)ccc3N3CCCC3)nc12	13.0	22.6	-0.5	33.5	-1.4	1.9	2.3	58.5	-12.2	-4.0	0.0
CC1C(C#N)=C(N)OC2=C1C(=O)CC(C)(C)C2 (stereo not drawn)	15.8	12.0	-0.1	-3.7	5.1	22.3	-1.0	-9.9	-12.8	-8.0	-0.3
CC(=O)Nc1ccc(NC(=O)C(C)OC(=O)C2CCN(S(=O)(=O)c3ccc4c(c3)OCCO4)CC2)cc1 (stereo not drawn)	-6.5	9.7	0.1	-5.5	-0.5	0.5	0.5	-22.7	-8.3	-2.6	0.2
CCOC(=O)c1ccc(N2C(=O)c3n[nH]c(C)c3C2c2ccccc2)cc1 (stereo not drawn)	1.7	14.2	1.9	13.4	8.4	24.5	-1.1	5.4	4.3	-5.6	27.6*
CCCCCc1cc(OC)cc2c1C(=O)OC(C)(C)O2	15.8	10.7	-2.7	5.4	-4.2	3.0	·	10.4	-6.7	21.4	0.1
CN(C)C(=O)CN1C(=O)C2CCCCN2C(=O)c2ccccc21 (stereo not drawn)	-11.9	18.0	1.5	1.8	4.0	2.3	-1.3	16.7	-10.8	3.0	0.0
Cc1nn(-c2nc3ccccc3[nH]2)c(N)c1-c1ccccc1	-5.9	-384.6	-3.4	-65.0	-11.1	-239.4	-6.7	-67.8	-134.5	68.3*	-0.1
CCCc1c(C(=O)N/N=C/c2ccccc2C(F)(F)F)nnn1-c1nonc1N	-17.8	3.3	0.6	-4.6	-13.2	-19.5	-1.1	-5.3	11.1	-6.5	0.0
Cc1ccc2c(c1)N(C(=O)CCC(=O)NCCCN1CCN(C)CC1)CC(C)O2 (stereo not drawn)	2.9	6.7	-2.5	3.9	-10.8	9.0	0.2	11.2	-7.9	-13.8	-0.2
O=c1c2ccccc2nc(CSc2nnnn2-c2ccccc2)n1-c1cccc(C(F)(F)F)c1	19.4	19.1	1.1	4.1	-26.3	12.7	-0.8	-3.4	4.9	-13.2	-0.2
COc1ccccc1NS(=O)(=O)c1cc(NC(=O)C2CCCC2)ccc1N1CCOCC1	30.7	5.9	-0.8	-18.9	4.6	24.2	2.2	-3.8	-8.8	-12.2	-0.1
Cc1c(C)c2ccc(OCC(=O)c3ccccc3)cc2oc1=O	-23.2	-252.2	0.3	-94.8	3.1	-218.4	0.0	-84.1	-21.4	-38.6	-0.3
Nc1nonc1-c1nc2ccccc2n1Cc1ccc(Cl)cc1	39.6	18.6	-3.8	-2.2	-32.7	18.8	2.1	11.8	-12.3	1.0	0.4
CCOCCOC(=O)NCCCCCCNC(=O)OCCOCC	-21.6	4.4	-0.2	8.4	4.0	5.3	4.9	22.3	-1.3	-17.2	0.0
Cc1cc(NS(=O)(=O)c2ccc(NC(=O)Nc3cccc(Cl)c3)cc2)no1	8.1	19.5	0.5	11.3	-10.5	8.2	-0.3	7.9	-20.5	-3.8	-0.1
CC/C(=N\NC(=O)c1nnn(-c2nonc2N)c1-c1ccc2c(c1)OCO2)c1ccccc1	-6.9	34.8	-0.4	10.4	8.6	8.8	-1.9	10.4	-26.5	-10.1	-0.2
C=C1C(C(=O)N2CCOCC2)C1C(=O)N1CCOCC1 (stereo not drawn)	5.3	2.2	-3.5	12.8	-5.0	-3.3	-1.6	-5.1	-6.3	78.1*	-0.2
CN1CCN(C(=O)c2cc3c(n(-c4ccccc4)c2=O)CC(C)(C)CC3=O)CC1	-7.0	2.7	-0.3	-7.4	0.3	10.8	-1.1	-17.9	4.8	-3.6	0.0
OC(c1ccccc1)(c1nc(-c2cccc(F)c2)cs1)C(F)(F)F (stereo not drawn)	16.3	11.1	2.4	·	4.8	15.8	·	-18.1	-5.8	23.9	-0.1

At a glance, part of the list above:
SMILES	CF NFkB block	Peg3 prom inh	hiPSC survival	TRPM1 prom inh	KKLEB cytotox	HIF-2a inh	NR2E3 ag-1	Shn3 inh set2	NR2E3 ag-2	TWEAK-Fn14 inh	aDG glyco act
C=C1C(C(=O)N2CCOCC2)C1C(=O)N1CCOCC1 (stereo not drawn)	5.3	2.2	-3.5	12.8	-5.0	-3.3	-1.6	-5.1	-6.3	78.1*	-0.2
CN1CCN(C(=O)c2cc3c(n(-c4ccccc4)c2=O)CC(C)(C)CC3=O)CC1	-7.0	2.7	-0.3	-7.4	0.3	10.8	-1.1	-17.9	4.8	-3.6	0.0
